Source: PubChem
Pf Dd2 inh – inhibitors of Plasmodium falciparum Dd2 growth; P. falciparum Dd2 growth, SYBR Green, 72 h; hits give low values; activity change, % at 10 µM; 2.3% of 94,000 active; AID 1159554; in the data active = activity change below about -80%; inconclusive = no clear call, values can overlap the other calls
C diff growth – C. difficile growth inhibition; Clostridium difficile clinical isolate growth, OD600, 24 h; hits give low values; growth activity, negative = inhibition, % at 16 µg/mL (by protocol); 0.25% of 86,000 active; AID 1259249;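 active = mean growth activity at or below -80% and every replicate also at or below -80%; inconclusive = mean at or below -80% but some replicate above -80%; inactive = mean growth activity above -80%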;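 also: 0% = DMSO wells and -100% = levofloxacin 16 µg/mL wells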
KDM4C inh – inhibitors of human demethylase GASC-1 KDM4C; GST-KDM4C 2-372, H3K9me3 peptide, LANCE TR-FRET; 0.15% of 96,000 active; inhibition, % at 12.5 µM; Q9H3R0;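 active = mean replicate inhibition above about 25%, with at least 55% of replicates also reaching it, limit read from the data, passing the limit was not always enough; inconclusive = only one of those two conditions met; inactive = neither condition met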
Target sequence (Q9H3R0 2-372 limits assumed): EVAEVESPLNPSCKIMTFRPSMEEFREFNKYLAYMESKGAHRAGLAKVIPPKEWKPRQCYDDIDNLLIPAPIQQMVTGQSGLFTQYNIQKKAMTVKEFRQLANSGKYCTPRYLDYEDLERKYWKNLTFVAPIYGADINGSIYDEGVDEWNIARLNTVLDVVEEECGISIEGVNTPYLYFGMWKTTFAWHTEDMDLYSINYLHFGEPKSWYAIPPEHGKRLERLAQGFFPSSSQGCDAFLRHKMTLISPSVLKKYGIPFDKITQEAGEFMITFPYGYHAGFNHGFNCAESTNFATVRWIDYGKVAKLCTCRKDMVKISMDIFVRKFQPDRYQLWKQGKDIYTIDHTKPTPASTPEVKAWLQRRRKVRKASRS
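Test system: N-terminal GST-fused human GASC-1 (KDM4C) fragment, residues 2-372; quantity: GASC-1 enzyme at 10 nM final in reaction; dosing: single dose; schedule: 30 min demethylation and 1 h detection at room temperature; signal: LANCE TR-FRET, excitation 340 nm, emissions 618 and 671 nm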
T cruzi growth – T. cruzi proliferation inhibition; T. cruzi beta-gal in NIH3T3, GalScreen luminescence, 90 h; inhibition, % at 8.34 µM; 5.9% of 77,000 active;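 active = mean inhibition above about 93%, with at least 55% of replicates each passing it, limit read from the data, passing the limit was not always enough; inconclusive = only one of those two conditions holds; inactive = neither condition holds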
* hit, by the source's call; ? = inconclusive; · = not tested or not shown; & = joins results of further samples.

Every second line gives: Pf Dd2 inh, C diff growth, KDM4C inh, T cruzi growth
> COC(=O)C[C@@H]1CC[C@H](NC(=O)Nc2ccc(C(F)(F)F)cc2)[C@@H](CO)O1
 : -12, 2, 0.6, -30
> CC(C)C#Cc1ccc2c(c1)O[C@@H](CN(C)C(=O)C1CCC1)[C@H](C)CN([C@@H](C)CO)S2(=O)=O
 : -36, ·, 2.0, 80
> CO[C@H]1CN(C)C(=O)c2ccc(NC(C)=O)cc2OC[C@H](C)N(C(=O)c2ccccn2)C[C@@H]1C
 : 54, -9, 1.2, ·
> C[C@H]1CN([C@@H](C)CO)C(=O)CCCn2nncc2CO[C@@H]1CN(C)C(=O)Nc1ccccc1C(F)(F)F
 : -5, ·, 1.1, -7
> CC(C)C#Cc1ccc([C@H]2[C@H]3CN(C(=O)c4ccc5c(c4)OCO5)CCCCN3[C@H]2CO)cc1
 : -14, 9, -0.4, 72
> CC(C)N(C[C@@H]1N[C@H](CO)[C@@H]1c1ccc(C2=CCCC2)cc1)C(=O)C1CC1
 : -13, 0, 4.1, ·
> C[C@@H]1CCCCO[C@@H](CN(C)C(=O)CCC(F)(F)F)[C@H](C)CN([C@H](C)CO)C(=O)c2cc(NC(=O)c3ccccc3)ccc2O1
 : -27, -2, 3.8, -26
> COCc1cn(CC[C@H]2CC[C@@H](NC(=O)CCN3CCCCC3)[C@H](CO)O2)nn1
 : 17, 1, 2.6, -55
> COc1cccc(-c2ccc([C@@H]3[C@@H](C#N)N(C(=O)Cc4ccccc4)[C@H]3CO)cc2)c1
 : -45, 5, -1.9, 80
> C[C@H](CO)N1C[C@H](C)[C@H](CN(C)S(=O)(=O)c2ccccc2)Oc2ccc(NC(=O)Cc3ccccc3)cc2C1=O
 : -47, -1, -0.2, 42
> COc1ccc(CN2[C@H](CO)[C@H]3c4ccccc4N(C(=O)CC(F)(F)F)C[C@H]32)cc1
 : -8, 12, -2.8, 46
> COc1ccc2c3c([nH]c2c1)[C@H](CO)N(C(C)=O)CC31CCN(C(=O)Nc2c(C)noc2C)CC1
 : -6, 3, 0.2, ·
> CO[C@@H]1CC[C@H]2CCN(C)C(=O)[C@H](C)[C@H](OC)CN(C)C(=O)c3cccc(C#N)c3OC[C@H]1O2
 : 15, ·, 2.9, -18
> CC(=O)Nc1ccc2c(c1)C(=O)N(C)[C@H]1CC[C@H](CC(=O)Nc3ccc(Cl)cc3)O[C@@H]1CO2
 : -9, 2, -1.5, 17
> C[C@@H]1CN([C@@H](C)CO)C(=O)Cc2cc(NS(=O)(=O)c3ccc(F)cc3)ccc2O[C@@H]1CN(C)C(=O)Nc1cccc2ccccc12
 : -6, -4, -1.6, 30
> C[C@@H]1CN([C@@H](C)CO)C(=O)c2cc(C3=CCCCC3)cnc2O[C@@H]1CN(C)C(=O)c1ccc(F)cc1
 : -25, 14, -0.9, 63
> C[C@H](CO)N1C[C@H](C)[C@H](CN(C)S(C)(=O)=O)Oc2cc(C#CC3CCCC3)ccc2S1(=O)=O
 : 3, ·, 5.4, ?
> C[C@@H]1CCCCO[C@@H](CN(C)Cc2ccc(C(F)(F)F)cc2)[C@@H](C)CN([C@H](C)CO)C(=O)c2cc(NC(=O)Nc3ccccc3)ccc2O1
 : 75, 1, 0.5, 110*
> COc1ccccc1S(=O)(=O)N[C@H]1CC[C@@H](CC(=O)N2CCN(C)CC2)O[C@@H]1CO
 : 10, ·, 0.0, -20
> O=C(N[C@@H]1CC[C@@H](CCNS(=O)(=O)c2ccc(Cl)cc2)O[C@@H]1CO)c1cccc(F)c1
 : -2, -4, -0.6, -38
> CC(C)NC(=O)N1CCCCN2[C@H](CO)[C@H](c3ccc(C#Cc4ccccc4)cc3)[C@@H]2C1
 : -66, -8, -1.1, 115*
> C[C@H]1CN([C@@H](C)CO)C(=O)Cc2cc(NC(=O)CCN3CCOCC3)ccc2O[C@@H]1CN(C)C(=O)NC1CCCCC1
 : 49, -6, -0.5, -29
> COc1ccccc1-c1ccc2c(c1)O[C@H](CN(C)C(=O)c1cccnc1)[C@H](C)CN([C@@H](C)CO)S2(=O)=O
 : 4, -3, -1.7, ·
> CC(C)NC(=O)Nc1ccc2c(c1)C(=O)N([C@@H](C)CO)C[C@H](C)[C@H](CN(C)Cc1ccncc1)O2
 : 22, 0, 0.8, ·
> COc1ccc(-c2ccc3c(c2)[C@@H]2[C@@H](CCN2C(=O)NC(C)C)[C@H](CO)N3C)cc1
 : -24, 4, 2.2, 29
> C[C@@H]1CN([C@H](C)CO)C(=O)Cc2cc(NC(=O)CCCCCC(=O)Nc3ccccc3N)ccc2O[C@@H]1CN(C)S(C)(=O)=O
 : 17, -5, 9.4, 44
> C[C@H](CO)N1C[C@H](C)[C@@H](CN(C)Cc2ccc3c(c2)OCO3)Oc2ccc(NC(=O)Nc3ccc(C(F)(F)F)cc3)cc2C1=O
 : -26, 21, -1.6, 26
> C/C=C/c1ccc2c(c1)O[C@@H](CN(C)Cc1ccccc1)[C@@H](C)CN([C@H](C)CO)S2(=O)=O
 : -22, 2, 2.8, 100
> CC(C)(O)C#Cc1ccc([C@H]2[C@H](CO)N3CCCCN(C(=O)c4cccnc4)C[C@@H]23)cc1
 : 20, -6, 1.0, 82
> CCCC(=O)Nc1ccc2c(c1)C(=O)N(C)C[C@H](OC)[C@@H](C)CN(Cc1ccc(F)cc1)[C@@H](C)CO2
 : ·, ·, 4.7, 39

Given with each value named: entries from further up
SMILES: CC(C)(O)C#Cc1ccc([C@H]2[C@H](CO)N3CCCCN(C(=O)c4cccnc4)C[C@@H]23)cc1
  Pf Dd2 inh: 20; C diff growth: -6; KDM4C inh: 1.0; T cruzi growth: 82
SMILES: CCCC(=O)Nc1ccc2c(c1)C(=O)N(C)C[C@H](OC)[C@@H](C)CN(Cc1ccc(F)cc1)[C@@H](C)CO2
  Pf Dd2 inh: ·; C diff growth: ·; KDM4C inh: 4.7; T cruzi growth: 39

Following part:
Every second line gives: Pf Dd2 inh, C diff growth, KDM4C inh, T cruzi growth
> Cc1noc(C)c1S(=O)(=O)Nc1ccc2c(c1)C(=O)N([C@H](C)CO)C[C@@H](C)[C@H](CN(C)Cc1ccc(-c3ccccc3)cc1)O2
 : 22, -12, 0.8, -10
> COc1ccc(C[C@@H]2CCc3cnnn3COC[C@@H](Cc3ccccc3)NC2=O)cc1
 : ·, -17, 0.5, ·
> CN(C)C(=O)c1cccc(-c2ccc([C@H]3[C@@H](C#N)N(C(=O)C4CCC4)[C@H]3CO)cc2)c1
 : -7, -3, -1.8, 102*
> C[C@H]1CN([C@@H](C)CO)S(=O)(=O)c2ccc(C#CCN(C)C)cc2O[C@@H]1CN(C)C(=O)Nc1ccccc1F
 : -67, 0, 1.5, 1
> COc1ccc(S(=O)(=O)Nc2cccc3c2O[C@H](CN(C)Cc2ccncc2)[C@@H](C)CN([C@H](C)CO)C3=O)cc1
 : 2, -2&-3, -0.4, ·
> COc1ccc(NC(=O)N[C@@H]2CC[C@@H](CCn3cc(-c4ccccc4)nn3)O[C@@H]2CO)cc1
 : -44, 6, -0.5, -45
> CCCNC(=O)C[C@H]1CC[C@H]2[C@H](COc3ccc(NC(=O)Nc4ccccc4F)cc3C(=O)N2C)O1
 : -1, -7, -0.3, 13
> O=C(O)C[C@H]1C=C[C@H](NC(=O)c2ccccc2F)[C@H](CO)O1
 : 16, ·, 0.7, -7
> C[C@@H]1CN([C@H](C)CO)S(=O)(=O)c2ccc(C3=CCCC3)cc2O[C@H]1CN(C)CC1CCCC1
 : -57, 18, -1.5, 105*
> C[C@H](CO)N1C[C@H](C)[C@@H](CN(C)S(C)(=O)=O)OCc2cnnn2CCCC1=O
 : 3&3, 1, -0.1, 18&-13
> Cc1ccc(S(=O)(=O)N[C@H]2C=C[C@H](CC(=O)NCCc3ccncc3)O[C@@H]2CO)cc1
 : -6, -2, 0.2, 31
> C[C@H](CO)N1C[C@H](C)[C@@H](CN(C)C)Oc2cc(C#Cc3ccccc3F)ccc2S1(=O)=O
 : 6, 8, -0.8, 29
> CCCC(=O)Nc1ccc2c(c1)C(=O)N(C)C[C@H](OC)[C@@H](C)CN(C(=O)c1ccncc1)[C@@H](C)CO2
 : 25, 33, 0.9, -4
> Cc1ccc(-c2ccc3c(c2)O[C@H](CN(C)Cc2ccncc2)[C@H](C)CN([C@H](C)CO)S3(=O)=O)cc1
 : -15, -5, ·, 109*
> CO[C@@H]1CN(C)C(=O)c2cc(NC(=O)C3CC3)ccc2OC[C@@H](C)N(Cc2cccc(F)c2)C[C@@H]1C
 : -59, ·, 1.9, 63
> Cc1ccc(S(=O)(=O)N(C)C[C@H]2Oc3ccc(NC(=O)CCN4CCOCC4)cc3CC(=O)N([C@H](C)CO)C[C@H]2C)cc1
 : 8, 7, -1.7, 35
> Cc1cc(C(=O)Nc2cccc3c2O[C@H](CN(C)Cc2ccc(C(=O)O)cc2)[C@@H](C)CN([C@H](C)CO)C3=O)n(C)n1
 : 7, 2, -0.5, ·
> CNC[C@@H]1Oc2ccc(NC(=O)Cc3cn(C)c4ccccc34)cc2CC(=O)N([C@H](C)CO)C[C@H]1C
 : 9, 1, 0.1, 37
> C[C@@H]1CCCCO[C@H](CN(C)CC2CCCCC2)[C@@H](C)CN([C@H](C)CO)C(=O)c2cc(NC(=O)Cc3ccccc3)ccc2O1
 : -84*, 28, 3.3, 44
> N#C[C@H]1[C@H](c2ccc(C#Cc3ccc(F)cc3)cc2)[C@@H](CO)N1C(=O)C1CCC1
 : -62, -3, -0.2, 93
> CNC[C@H]1Oc2ccc(NC(=O)Cc3cn(C)c4ccccc34)cc2CC(=O)N([C@H](C)CO)C[C@@H]1C
 : 8, -3, -0.5, -21
> CO[C@H]1CN(C)C(=O)c2cccc(C#N)c2OC[C@H]2O[C@H](CC[C@H]2OC)CCN(C)C(=O)[C@@H]1C
 : 27, ·, 0.3, 0
> CO[C@H]1CN(C)C(=O)c2cc(NC(=O)C3CCCC3)ccc2OC[C@H](C)N(C(C)=O)C[C@H]1C
 : 4, -10, 0.1, -16
> CCCNC(=O)N1CC2(C1)[C@H](c1ccccc1)[C@H](CO)N2C(=O)C1CCC1
 : 22, 0, -2.5, ·
> C[C@@H]1CN([C@@H](C)CO)S(=O)(=O)c2ccc(C#Cc3ccccc3F)cc2O[C@H]1CN(C)C(=O)Cc1ccncc1
 : -58, 24, -1.7, ·
> CCC(=O)Nc1ccc2c(c1)OC[C@@H](C)N(C(=O)c1ccncc1)C[C@@H](C)[C@H](OC)CN(C)C2=O
 : ·, -1, 0.3, -13
> CO[C@H]1CN(C)C(=O)c2cc(NC(C)=O)ccc2OC[C@H](C)N(C(=O)c2cnccn2)C[C@H]1C
 : -10, ·, 0.6, 8
> C[C@@H]1CN([C@@H](C)CO)C(=O)c2cc(-c3cncnc3)cnc2O[C@H]1CN(C)Cc1ccc(Oc2ccccc2)cc1
 : -4, -2, -0.3, ·
> COCc1cn(CC[C@@H]2CC[C@H](NC(=O)Nc3c(C)noc3C)[C@H](CO)O2)nn1
 : 20, ·, 6.5, -4
> CCCC#Cc1ccc2c(c1)O[C@@H](CN(C)C(=O)COC)[C@H](C)CN([C@H](C)CO)S2(=O)=O
 : -60, 1, 0.3, 1
> O=C(Nc1ccc(Cl)cc1)N[C@H]1CC[C@@H](CCn2cc(Cc3ccccc3)nn2)O[C@@H]1CO
 : 23, -4, -2.3, -127
> CC(C)NC(=O)N(C)C[C@@H]1OCc2cnnn2CCCC(=O)N([C@H](C)CO)C[C@H]1C
 : 6&9, 3, -0.6, 0&78
> COc1ccc(-c2cn(CC[C@@H]3CC[C@@H](NC(=O)c4cnccn4)[C@H](CO)O3)nn2)cc1
 : -1, -5, -0.3, -60
> COc1ccc(S(=O)(=O)Nc2ccc3c(c2)C(=O)N([C@H](C)CO)C[C@@H](C)[C@H](CN(C)C(=O)Nc2cccc4ccccc24)O3)cc1
 : -31, -5, 0.6, -83
> CNC[C@@H]1OCCCC[C@H](C)Oc2ccc(NC(=O)Nc3cccc4ccccc34)cc2C(=O)N([C@H](C)CO)C[C@@H]1C
 : 20, 0, -1.4, 17
> Cc1noc(C)c1NC(=O)Nc1ccc2c(c1)CC(=O)N([C@H](C)CO)C[C@H](C)[C@H](CN(C)CC1CC1)O2
 : 11, 0, 0.9, 15

5 compounds out of the list, arranged by molar mass, smallest number first.
Every second line gives: Pf Dd2 inh, C diff growth, KDM4C inh, T cruzi growth
> COCc1cn(CC[C@@H]2CC[C@H](NC(=O)Nc3c(C)noc3C)[C@H](CO)O2)nn1
 : 20, ·, 6.5, -4
> CC(C)NC(=O)N(C)C[C@@H]1OCc2cnnn2CCCC(=O)N([C@H](C)CO)C[C@H]1C
 : 6&9, 3, -0.6, 0&78
> Cc1noc(C)c1NC(=O)Nc1ccc2c(c1)CC(=O)N([C@H](C)CO)C[C@H](C)[C@H](CN(C)CC1CC1)O2
 : 11, 0, 0.9, 15
> CNC[C@@H]1OCCCC[C@H](C)Oc2ccc(NC(=O)Nc3cccc4ccccc34)cc2C(=O)N([C@H](C)CO)C[C@@H]1C
 : 20, 0, -1.4, 17
> COc1ccc(S(=O)(=O)Nc2ccc3c(c2)C(=O)N([C@H](C)CO)C[C@@H](C)[C@H](CN(C)C(=O)Nc2cccc4ccccc24)O3)cc1
 : -31, -5, 0.6, -83
